Assay outcomes as filed in PubChem.
14-3-3g Raf: 14-3-3 gamma protein interaction modulation; 160,000 compounds, 0.19% hits; inhibition, % at 40 µM; FP, 14-3-3gamma / TMR-pS259-Raf peptide binding; in the data active = inhibition above about 30%;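 also: 0% = protein plus tracer without compound and 100% = blank with tracer alone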
Target sequence (P61981 whole entry, looked up): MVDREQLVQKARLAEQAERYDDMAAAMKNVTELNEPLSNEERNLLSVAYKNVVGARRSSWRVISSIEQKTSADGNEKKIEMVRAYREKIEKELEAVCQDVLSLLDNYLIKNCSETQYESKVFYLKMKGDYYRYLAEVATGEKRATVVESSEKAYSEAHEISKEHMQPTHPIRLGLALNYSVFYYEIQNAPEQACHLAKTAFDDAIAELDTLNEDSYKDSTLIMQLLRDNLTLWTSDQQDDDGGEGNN
Starred values were filed as active, the others as inactive; & = joins results of further samples.

14-3-3g Raf | Structure
5 | CCCCC(=O)NC(c1ccc(Cl)cc1)c1ccc2cccnc2c1O (configuration not stated)
-8 | NCCSC1CC(=O)N(c2ccc(OC(F)(F)F)cc2)C1=O (configuration not stated)
-5 | COc1cccc(OC)c1C(=O)N=c1sc2cc([N+](=O)[O-])ccc2n1C
0 | Nn1c(CSc2nc3ccccc3o2)nnc1CSc1nc2ccccc2o1
-19 | CCCCCOC(=O)C1=C(C)N(C)C(=O)NC1c1ccccc1Cl (configuration not stated)
2 | CC(C)NC(=O)c1cc(-c2ccncc2)nc2ccccc12
-6 | Cc1cccc(N(CC(N)=O)S(=O)(=O)c2ccccc2)c1C
-14 | Cc1cc(C)n(C(=O)Cc2cn3ccsc3n2)n1
-6 | O=C(CCc1nc(-c2ccccc2F)no1)N1CCN(C(=O)c2ccco2)CC1
2 | Cn1ncc2c(NC(C)(C)C)ncnc21
-3 | CCOC(=O)CSC1=C(C#N)C(c2ccc(F)cc2)C(C(C)=O)=C(C)N1 (configuration not stated)
-13 | CCCCOC(=O)c1c(C)oc2ccc(NS(=O)(=O)c3ccc(F)cc3)cc12
-4 | COc1ccc(OC)c(S(=O)(=O)NCc2ccco2)c1
3 | CN(C)CCCN1C(=O)C2C3C=CC(C3)C2C1=O (configuration not stated)
-2 | O=C(NCc1ccc(Cl)cc1)C12CC3CC(CC(C3)C1)C2
1 | O=C(Nc1ccc(N2CCOCC2)c(Cl)c1)c1ccc(-c2ccc(Cl)cc2)o1
-6 | CCC(C)NC(=O)c1ccc2c(c1)N(Cc1ccccc1Cl)C(=O)CS2 (configuration not stated)
-1 | COc1cc(C(=O)NCCC(=O)NCCN2CCCCCC2)cc(OC)c1OC
-10 | COc1ccc(C(C(O)C(=O)c2c[nH]c3ccccc23)N2CCN(c3ccc(OC)cc3)CC2)cc1 (configuration not stated)
-6 | Cc1oc2c(cc(NS(=O)(=O)c3ccc(Cl)cc3)c3ccccc32)c1C(=O)OC(C)C
2&-8 | COc1ccc(S(=O)(=O)N2CCN(C(=O)c3cccs3)CC2)cc1
-21 | Cc1ccc(CCC(=O)Nc2ccc(Cl)cc2)o1
-3 | COC(=O)C1=C(C)NC(=O)NC1c1ccc(OCC(N)=O)cc1 (configuration not stated)
-8 | COc1ccccc1NC(=O)c1oc2ccccc2c1NC(=O)c1ccco1
1 | NC1=NC2(CCCCC2)n2c(nc3ccccc32)N1
3 | Cc1ccc(-c2nc(=S)c3c(n2Cc2ccco2)CCCC3)cc1
-133 | Cc1ccccc1NC(=O)c1ccc(S(=O)(=O)Nc2ccccc2)c(C)c1
-28 | Cc1ccc(N=Cc2c(C)[nH]c3ccccc23)cc1[N+](=O)[O-]
0 | CCN1C(=O)c2cccc3c(S(=O)(=O)Nc4ccncc4)ccc1c23
0 | COc1ccc(C2CC(C(F)(F)F)n3nc(C(=O)N4CCN(c5cccc(Cl)c5)CC4)cc3N2)cc1 (configuration not stated)
-10 | C=CCSC1=N/C(=C\c2ccsc2)C(=O)S1
-12 | Cc1cc(C)cc(NC(=O)CN(c2cccc(C)c2C)S(=O)(=O)c2ccccc2)c1
0 | COCCn1c(=O)[nH]c2cc(C(=O)NC3CCCCCC3)ccc2c1=O
-5 | COc1cccc(NC(=O)c2ccc(N(C)S(=O)(=O)c3ccccc3)cc2)c1
2 | CCN(CC)CC(=O)N1CC(=O)Nc2ccccc21
-2 | Fc1ccccc1Cn1cc(C(=S)N2CCOCC2)c2ccccc21
4 | Cc1onc(-c2ccccc2)c1C(=O)Nc1ccc(S(=O)(=O)N2CCC(C)CC2)cc1
-7 | Cc1ccc(-c2cc(-c3ccc(F)cc3)n3ncnc3n2)cc1
3 | Cc1cccc(N2CCN(C(=O)CCCOc3ccccc3)CC2)c1C
1 | CC(=O)c1cc(C)ccc1OC(=O)c1ccco1
2 | CC(Sc1nnnn1-c1ccccc1)C(=O)Nc1ccc(Cl)cn1 (configuration not stated)
-6 | COc1ccc(N(C)C(=O)CN2C(=O)CCC=C2C)cc1
0 | O=C(COc1ccccc1Cl)Nc1ccc(-c2nc3ccccc3s2)cc1
-8 | COc1cc(C(=O)N2CCC(NC(=O)C(Cc3ccccc3C)NC(C)=O)CC2)cc(OC)c1OC (configuration not stated)
1 | COc1ccc(CNC(=O)CSc2nnc(C)s2)cc1
-7 | COCCNC(=O)Nc1ccc2nsnc2c1
-13 | CCOC(=O)CNC(=O)CSc1nc2cccnc2n1C1CCCCC1
-9 | NC(=O)Cn1cnc(-c2ccccc2)c1
-6 | O=C(COC(=O)c1ccccc1Cl)c1ccc(-c2ccc(Br)cc2)cc1
-2 | O=C(CCn1c(=O)[nH]c2ccccc2c1=O)N1CCN(c2ccccc2)CC1

25 of the compounds above, in markdown.
| SMILES | 14-3-3g Raf |
| --- | --- |
| Cc1ccc(CCC(=O)Nc2ccc(Cl)cc2)o1 | -21 |
| COC(=O)C1=C(C)NC(=O)NC1c1ccc(OCC(N)=O)cc1 (configuration not stated) | -3 |
| COc1ccccc1NC(=O)c1oc2ccccc2c1NC(=O)c1ccco1 | -8 |
| NC1=NC2(CCCCC2)n2c(nc3ccccc32)N1 | 1 |
| Cc1ccc(-c2nc(=S)c3c(n2Cc2ccco2)CCCC3)cc1 | 3 |
| Cc1ccccc1NC(=O)c1ccc(S(=O)(=O)Nc2ccccc2)c(C)c1 | -133 |
| Cc1ccc(N=Cc2c(C)[nH]c3ccccc23)cc1[N+](=O)[O-] | -28 |
| CCN1C(=O)c2cccc3c(S(=O)(=O)Nc4ccncc4)ccc1c23 | 0 |
| COc1ccc(C2CC(C(F)(F)F)n3nc(C(=O)N4CCN(c5cccc(Cl)c5)CC4)cc3N2)cc1 (configuration not stated) | 0 |
| C=CCSC1=N/C(=C\c2ccsc2)C(=O)S1 | -10 |
| Cc1cc(C)cc(NC(=O)CN(c2cccc(C)c2C)S(=O)(=O)c2ccccc2)c1 | -12 |
| COCCn1c(=O)[nH]c2cc(C(=O)NC3CCCCCC3)ccc2c1=O | 0 |
| COc1cccc(NC(=O)c2ccc(N(C)S(=O)(=O)c3ccccc3)cc2)c1 | -5 |
| CCN(CC)CC(=O)N1CC(=O)Nc2ccccc21 | 2 |
| Fc1ccccc1Cn1cc(C(=S)N2CCOCC2)c2ccccc21 | -2 |
| Cc1onc(-c2ccccc2)c1C(=O)Nc1ccc(S(=O)(=O)N2CCC(C)CC2)cc1 | 4 |
| Cc1ccc(-c2cc(-c3ccc(F)cc3)n3ncnc3n2)cc1 | -7 |
| Cc1cccc(N2CCN(C(=O)CCCOc3ccccc3)CC2)c1C | 3 |
| CC(=O)c1cc(C)ccc1OC(=O)c1ccco1 | 1 |
| CC(Sc1nnnn1-c1ccccc1)C(=O)Nc1ccc(Cl)cn1 (configuration not stated) | 2 |
| COc1ccc(N(C)C(=O)CN2C(=O)CCC=C2C)cc1 | -6 |
| O=C(COc1ccccc1Cl)Nc1ccc(-c2nc3ccccc3s2)cc1 | 0 |
| COc1cc(C(=O)N2CCC(NC(=O)C(Cc3ccccc3C)NC(C)=O)CC2)cc(OC)c1OC (configuration not stated) | -8 |
| COc1ccc(CNC(=O)CSc2nnc(C)s2)cc1 | 1 |
| COCCNC(=O)Nc1ccc2nsnc2c1 | -7 |

The list goes on.
14-3-3g Raf | Structure
0 | Clc1ccc(Cn2ncc3c(N4CCOCC4)ncnc32)cc1
3 | CCN(CC)S(=O)(=O)c1ccc(C(=O)NCc2n[nH]c(=S)n2-c2ccccc2OC)cc1
-17 | COc1ccc(Cl)cc1NC(=O)c1cnn2c(C(F)(F)F)cc(-c3ccco3)nc12
1 | O=C(Nc1cccc(F)c1)C1CCN(S(=O)(=O)c2cccs2)CC1
-7 | Fc1ccccc1CSc1nc2ncccc2[nH]1
-8 | Cc1ccc(C(=O)Nc2ccccc2C(=O)OCCN2CCCC2=O)cc1
-5 | Cc1ccc(NC(=O)CCS(=O)(=O)c2cccc3nonc23)c(Cl)c1
-7 | Cc1ccc(CNC(=O)CCS(=O)(=O)c2cccc3nonc23)o1
-62 | COc1ccc(C)cc1-n1nnnc1SC/C(O)=C(\C#N)c1nc2ccccc2[nH]1
-3 | C/C(=C\C(=O)Nc1cc(C)on1)c1ccccc1
-36 | COC(=O)c1c(NC(=O)c2ccc(S(=O)(=O)N3CCCC(C)C3)cc2)sc2c1CCN(C(C)=O)C2 (configuration not stated)
-6 | CCOC(=O)N1CCN(C(=O)c2ccccc2CCc2ccccc2)CC1
-8 | O=C(C1CCC1)N1CCc2cc(S(=O)(=O)N3CCCCCC3)ccc21
-8 | COc1ccc(-c2csc(=Nc3ccccc3)n2CCO)cc1F
-6 | Cc1cccc2cc(CN(Cc3ccc(F)cc3)C(=O)N(C)C)c3nnnn3c12
-10 | CCCOc1ccccc1C1C(C(=O)OC2CCCCC2)=C(C)NC2=C1C(=O)CC(C)(C)C2 (configuration not stated)
-15 | CCN(CC)c1nc(C)nc2sc(C(=O)N3CCN(c4ccc(OC)cc4)CC3)c(C)c12
-20 | CC(=O)Nc1ccc(OCC(O)Cn2c3ccccc3c3ccccc32)c(C)c1 (configuration not stated)
-2 | Nc1ccc2oc3ccc(N)cc3c(=O)c2c1
-35 | COC(=O)c1c(C)oc2ccc(N(C(C)=O)S(=O)(=O)c3ccc4ccccc4c3)cc12

In another format: entries from further up
CC(Sc1nnnn1-c1ccccc1)C(=O)Nc1ccc(Cl)cn1 (configuration not stated)
  14-3-3g Raf: 2
O=C(C1CCC1)N1CCc2cc(S(=O)(=O)N3CCCCCC3)ccc21
  14-3-3g Raf: -8

Other compounds.
14-3-3g Raf | Structure
0 | COc1ccc(-c2cc(C(=O)Nc3cc(Cl)ccc3OC)no2)cc1
-11 | CC(C)CCN1C(=O)C2C(C(=O)Nc3ccc(F)cc3)C3(C)C=CC2(O3)C1C(=O)NC1CCCCC1 (configuration not stated)
-58 | Cc1c(C(=O)Nc2ccc(I)cc2)sc2ncn(Cc3ccccc3F)c(=O)c12
-12 | COc1ccc(-n2nc3ccc(NC(=O)c4ccc(C(C)(C)C)cc4)cc3n2)cc1
0 | CC(C)Nc1ncnc2c1cnn2-c1ccc(Cl)cc1
-8 | COc1ccc(OC)c(CN2CCN(c3ccccc3OC)CC2)c1
2 | CCc1ccccc1NC(=O)c1cc2cc3ccc(C)cc3nc2o1
-1 | CCOc1ccccc1NC(=O)CN1CCN(S(=O)(=O)c2ccc(F)cc2)CC1
2 | COc1cc2c(C(=O)N3CCCCCC3)c(-c3ccc(SC)cc3)n(C)c(=O)c2cc1OC
5 | O=[N+]([O-])c1ccc(S(=O)(=O)Nc2nc(-c3ccc(Cl)cc3)cs2)cc1
-3 | COC(=O)C1C(=O)CC(C)(O)C(C(=O)OC)C1c1ccc(OC)c(OC)c1 (configuration not stated)
5 | CCc1ccccc1NC(=O)CN(c1cccc(OC)c1)S(C)(=O)=O
-5 | CCCCOc1ccc(C(=O)Nc2nc3ccc4nc(C)sc4c3s2)cc1
-1 | O=C(CSc1nc2ccsc2c(=O)n1C1CC1)c1ccc(F)cc1
-7 | O=C(Cc1ccccc1)NC1CCCCCCCCCCC1
-4 | O=c1[nH]c(=S)[nH]c2c1CCC2
-1 | COc1ccc(C2C(C(=O)Nc3ccccc3OC)=C(C)Nc3ncnn32)cc1 (configuration not stated)
-38 | CC(C)c1ccc(NC(=O)c2cc(S(=O)(=O)NCc3ccccc3Cl)ccc2F)cc1
0 | O=c1[nH]n(-c2ccccc2)c(=O)c2ccccc12
-10 | O=c1c2sccc2nc(SCc2nc3ccccc3[nH]2)n1-c1ccc(F)cc1

3 structures already listed, sorted by count of non-hydrogen atoms, low to high.
14-3-3g Raf | Structure
-14 | Cc1cc(C)n(C(=O)Cc2cn3ccsc3n2)n1
1 | NC1=NC2(CCCCC2)n2c(nc3ccccc32)N1
-5 | COc1cccc(OC)c1C(=O)N=c1sc2cc([N+](=O)[O-])ccc2n1C

(list continues)
14-3-3g Raf | Structure
2 | CC(=O)Oc1ccc2c(C)c(CC(C)O)c(=O)oc2c1 (configuration not stated)
-7 | O=C(CN1C(=O)C2CC=CCC2C1=O)Nc1ccc(S(=O)(=O)NC2=NCCCCC2)cc1 (configuration not stated)
4 | COC(=O)c1cc(COc2ccc3c(C)cc(=O)oc3c2)c(C)o1
-1 | Cc1cccc(NC(=O)CSCc2c(C)noc2C)c1C
-5 | O=C(Nc1ccc(F)cc1)N(Cc1ccco1)Cc1cc2cc3c(cc2[nH]c1=O)OCO3
-22 | CN(c1ccc(C(=O)O)cc1)S(=O)(=O)c1ccccc1
-7 | CCC(=O)N1N=C(c2cccc(NS(C)(=O)=O)c2)CC1c1ccccc1 (configuration not stated)
-4 | O=C1c2ccccc2-c2ncnc3ccc(Cl)c1c23
-18 | CCOC(=O)C1CCN(S(=O)(=O)c2cccc(-c3cn4ccccc4n3)c2)CC1
6 | COC(=O)C1=CN(Cc2ccc(Cl)cc2)C=C(C(=O)OC)C1c1ccc(F)cc1
-10 | Nc1c(C(=O)c2ccc3c(c2)OCCO3)sc2nc(-c3ccncc3)cc(C(F)(F)F)c12
8 | C=CCNC(=O)C12CC3CC(C1)CC(C(=O)NCC=C)(C3)C2
1 | CCc1ccc(C2CC(c3cccc(OC)c3)n3nc(N)nc3N2)cc1 (configuration not stated)
1 | CCN(CC)S(=O)(=O)c1csc(C(=O)Oc2ccc([N+](=O)[O-])cc2)c1

These rows are one share of the data; rates above refer to the full screens.
